TRPC6 inhibitor: blocks the mouse TRPC6 cation channel | B-score at 10 µM | HEK293-TRPC6, membrane potential dye, ACh-evoked depolarization; active compounds read low | actives 1.1% (n = 310,000);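 active means B-score under library mean minus 3 SD, initial fluorescence not abnormally high, positive integrated signal ratio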;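 further: B-score derived from integrated fluorescence ratio over the kinetic read; more negative B-score means stronger inhibition of depolarization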
MrgX1 antag: blocks BAM8-22 activation of human MrgX1 receptor; Q96LB2; MRGX1-HEK293 calcium flux, Fluo-4, BAM8-22 antagonism; active compounds read low; B-score at 10 µM; actives 1.3% (n = 310,000); AID 588676;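 active means calcium-response B-score plate-corrected more than 3 library SD below zero, starting fluorescence within 5 deviations, no agonist response on first addition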;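 further: peak minus trough fluorescence over baseline after final BAM8-22 challenge near maximal dose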
Target sequence (Q96LB2 whole entry, looked up): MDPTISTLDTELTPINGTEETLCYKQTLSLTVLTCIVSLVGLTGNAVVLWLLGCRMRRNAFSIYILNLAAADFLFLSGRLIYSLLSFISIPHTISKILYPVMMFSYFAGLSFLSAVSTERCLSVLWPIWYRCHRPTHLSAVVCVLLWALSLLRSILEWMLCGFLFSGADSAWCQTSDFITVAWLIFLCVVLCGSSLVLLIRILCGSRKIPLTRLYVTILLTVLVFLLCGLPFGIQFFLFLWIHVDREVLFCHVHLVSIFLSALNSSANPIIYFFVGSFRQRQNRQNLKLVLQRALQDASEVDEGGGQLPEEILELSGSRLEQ
MrgX1 agonist: activates human MrgX1 receptor signaling; Q96LB2; MrgX1-HEK293 cells, Fluo-4 calcium fluorescence, agonist mode; active compounds read high; B-score at 10 µM; actives 0.44% (n = 310,000); AID 588627;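 active means calcium response B-score plate-corrected fluorescence ratio at least 3 library SD, with starting fluorescence B-score inside 5 SD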
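Material: MrgX1-expressing HEK293 cells / Dosing: compound as first of three additions / Incubation: overnight seeding, then 1 h dark dye loading / Signal: Fluo-4 NW calcium fluorescence / Evaluation: B-scored fluorescence response ratio / Benchmarks: positive and negative control wells on each plate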
TMEM16A inh: blocks the mouse calcium-activated chloride channel TMEM16A. Q8BHY3. HEK293 TMEM16A/YFP iodide influx fluorescence, ionomycin. normalized B-score (activity score, 25-100; higher = stronger inhibition) at 10 µM. actives 1.2% (n = 310,000). AID 588511;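 active means ratio plate-corrected score three or more library SD toward inhibition, starting fluorescence score within five deviations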;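 further: score derived from kinetic fluorescence span divided by baseline fluorescence per well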
TMEM16A act: mouse TMEM16A channel activation, primary screen; Q8BHY3; HEK293 TMEM16A/YFP-H148Q/I152L, iodide quench fluorescence; active compounds read low; B-score at 10 µM; actives 0.3% (n = 340,000); AID 623877;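 active means fluorescence-ratio B-score plate-corrected deviation score at least 3 library SD below zero, with starting fluorescence score within 5 deviations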;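 further: channel opened by trigger with iodide after compound preincubation; score built on the fluorescence ratio of max minus min over baseline; more negative score means more quench and so TMEM16A activation or potentiation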
MrgX1 PAM: allosterically activates human MrgX1 receptor signaling | actives 0.63% (n = 310,000) | B-score at 10 µM | MrgX1-HEK293, Fluo-4 calcium flux, FDSS; active compounds read high;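 active means plate-corrected calcium response at least 3 library SD above typical, normal starting fluorescence, not activating the receptor alone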;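 further: compound read alongside a low EC10 to EC30 dose of BAM8-22 agonist; peak minus trough fluorescence over baseline measured at the second addition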
SKKanGAS inh: blocks kanamycin growth of S. pyogenes SKKanGAS strain; BacTiter-Glo, 6 h; inhibition, % at 7.5 µM; actives 1.3% (n = 300,000); AID 1662;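 active means mean replicate score, as percent of positive control median, at least 50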;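 further: strain carries kanamycin resistance gene driven by streptokinase promoter and grows in 40 µg/ml kanamycin; loss of luminescence reflects streptokinase promoter inhibition or plain growth inhibition; 0% = median of DMSO wells and 100% = positive control at its reference dose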
HDAC3 inh: inhibitors of human histone deacetylase 3. O15379. recombinant HDAC3, fluorogenic peptide/trypsin coupled, fluorescence. inhibition, % at 8.3 µM. actives 0.15% (n = 320,000); in the data active means inhibition above about 26%, passing the limit was not always enough
Target sequence (O15379 whole entry, looked up): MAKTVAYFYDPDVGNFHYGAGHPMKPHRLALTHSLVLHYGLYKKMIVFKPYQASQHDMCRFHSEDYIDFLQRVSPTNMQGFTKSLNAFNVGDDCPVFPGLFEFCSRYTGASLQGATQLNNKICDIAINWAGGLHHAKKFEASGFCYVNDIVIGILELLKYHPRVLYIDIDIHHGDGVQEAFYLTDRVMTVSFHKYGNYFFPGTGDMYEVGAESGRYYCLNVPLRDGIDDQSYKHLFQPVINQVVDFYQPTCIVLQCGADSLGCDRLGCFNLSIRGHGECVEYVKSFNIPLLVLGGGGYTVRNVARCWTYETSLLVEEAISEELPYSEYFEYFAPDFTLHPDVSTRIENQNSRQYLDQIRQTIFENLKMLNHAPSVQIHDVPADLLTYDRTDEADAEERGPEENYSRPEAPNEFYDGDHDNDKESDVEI
TRPC6 activator: mouse TRPC6 channel activation. Q61143. HEK293-TRPC6 membrane potential dye fluorescence; active compounds read high. B-score at 10 µM. actives 0.13% (n = 310,000);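 active means B-score of the integrated fluorescence ratio above library mean plus 3 SD, and starting fluorescence ratio within library mean plus 5 SD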;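 further: higher score means more depolarization so channel activation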
RGS4 inh: human RGS4 inhibition. P49798. HEK293 M3R/RGS4 inducible, Fluo-4 calcium flux; active compounds read high; triggered by carbachol at its EC20. B-score at 10 µM. actives 0.45% (n = 310,000);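 active means B-score, a plate-corrected calcium signal, over three deviations above library mean, with baseline fluorescence within five deviations of library mean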;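 further: RGS4 expression induced by doxycycline in cells with stable M3 receptor; B-score is computed from the integrated fluorescence ratio over baseline after carbachol; higher B-score means a larger calcium signal and so more RGS4 inhibition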
Target sequence (P49798 whole entry, looked up): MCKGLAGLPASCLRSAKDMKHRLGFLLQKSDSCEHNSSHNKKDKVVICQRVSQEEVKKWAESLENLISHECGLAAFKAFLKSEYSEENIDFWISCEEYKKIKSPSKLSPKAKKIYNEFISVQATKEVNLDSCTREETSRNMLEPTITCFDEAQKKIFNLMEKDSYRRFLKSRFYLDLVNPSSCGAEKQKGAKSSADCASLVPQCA
RGS4 pot: RGS4 potentiation or activation; actives 0.92% (n = 310,000); HEK293 M3R/inducible RGS4, carbachol calcium flux Fluo4; active compounds read low; B-score at 10 µM;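 active means B-score of the integrated calcium signal more than 4 SD below the library mean, with starting fluorescence not abnormally high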;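 further: negative B-score means reduced calcium response which marks RGS4 activation or potentiation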
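Test system: HEK293 cells with stable M3R and inducible RGS4; also added: carbachol at ECmax as muscarinic agonist stimulus; schedule: dye loading 30 min 37 °C, buffer rest 30 min RT; technique: kinetic calcium fluorescence imaging with Fluo4-AM dye, 2 µM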
Numbers without * were called inactive; i = inactive; / = no result given; & = joins results of further samples.

canonical_smiles	TRPC6 inhibitor	MrgX1 antag	MrgX1 agonist	TMEM16A inh	TMEM16A act	MrgX1 PAM	SKKanGAS inh	HDAC3 inh	TRPC6 activator	RGS4 inh	RGS4 pot
Cc1c(/C=N/NC(=O)COc2ccccc2[N+](=O)[O-])c2ccccc2n1C	i	i	i	i	i	i	1	7	i	i	i
CN(C)c1nccc(N(Cc2ccccc2)Cc2ccccc2)c1C#N	i	i	i	25*	i	i	5	8	i	i	-7*
CCOc1ccc(Br)cc1CC(=O)O	i	i	i	i	i	i	4	-1	i	i	i
CCCC(=O)NC(=S)Nc1ccccc1C(=O)OC	i	i	i	i	i	i	8	-3	i	i	i
Nc1cccnc1Sc1cc(Cl)cc(Cl)c1	i	i	i	i	i	i	8	-4	i	i	i
CCOc1cc(NC(=O)c2ccco2)c(OCC)cc1NC(=O)CCc1ccccc1OC	i	i	i	i	i	i	20	3	i	i	i
COc1ccc(CCNC(=O)CN(C2CCCCC2)S(C)(=O)=O)cc1OC	i	i	i	i	i	i	-4	7	i	i	i
c1ccc(CSc2nnc(-c3ccccn3)n2-c2ccccc2)cc1	i	i	i	i	i	i	1	-2	i	i	i
Cc1cccc(OCC(=O)N/N=C\c2cccn2C)c1C	i	i	i	i	i	i	-11	5	i	i	i
CCOCc1nnc(NC(=O)C2CC(=O)N(C3CCCC3)C2)s1 (centres undefined)	i	i	i	i	i	i	2	-6	i	i	i
Cc1ccc(NC(=S)N=Nc2c(O)n(C)c3ccc(S(=O)(=O)N4CCOCC4)cc23)cc1C	i	i	i	i	i	i	10	3	i	i	i
CCNc1nc(Cl)nc(NCc2ccccc2)n1	i	i	i	i	i	i	3	-3	i	i	i

(list continues)
canonical_smiles	TRPC6 inhibitor	MrgX1 antag	MrgX1 agonist	TMEM16A inh	TMEM16A act	MrgX1 PAM	SKKanGAS inh	HDAC3 inh	TRPC6 activator	RGS4 inh	RGS4 pot
Cc1cc(CNC(=O)COc2ccc([N+](=O)[O-])cc2)c2ccccc2n1	i	i	i	i	i	i	-6	-1	i	i	i
COc1ccc(C(=O)Nn2c(CC(C)C)nc3cc(Cl)ccc3c2=O)c(OC)c1	i	i	i	i	i	i	4	-12	i	i	i
CCOC(=O)N1CCC(=NNC(=O)NC2CCCCC2)CC1	i	-21*	i	i	i	i	5	-1	i	i	i
O=C(Cc1ccccc1)N1CCC(C(=O)N2CCN(c3ccc(F)cc3)CC2)CC1	i	i	i	i	i	i	4	9	i	i	i
Cc1cc(C)cc(NC(=O)N2CCN(C/C=C/c3ccccc3)CC2)c1	i	i	i	i	i	i	-6	4	i	i	i
S=C(N/N=C/c1cccc2ccccc12)Nc1cccc(Cl)c1	i	i	i	i	i	i	-12	-7	i	i	i
CC(C)c1nn2c(=O)cc(CSc3ccccc3NC(=O)c3ccccc3F)nc2s1	i	i	i	i	i	i	-3	3	i	i	i
O=C1C=C(OCc2ccccc2)CN1	i	i	i	i	i	i	-5	0	i	i	i
O=C(O)c1cc2c(cc1Br)OCCCO2	i	i	i	i	i	i	2	-7	i	i	i
CSCc1nnc(NC(=O)c2ccc(S(=O)(=O)N(C)C)cc2)o1	i	i	i	i	i	i	-2	-1	i	i	i
c1ccc2c(c1)oc1c(NCc3ccc4c(c3)OCO4)ncnc12	i	i	i	i	i	i	6	5	i	i	i
CCC(C)(C(=O)Nc1c(C)cccc1C)N(C)C(=O)c1ccc2ccccc2n1 (centres undefined)	i	i	i	i	i	i	1	5	i	i	i

Reprinted from the part before: 3 compounds; new compounds follow.
canonical_smiles	TRPC6 inhibitor	MrgX1 antag	MrgX1 agonist	TMEM16A inh	TMEM16A act	MrgX1 PAM	SKKanGAS inh	HDAC3 inh	TRPC6 activator	RGS4 inh	RGS4 pot
CSCc1nnc(NC(=O)c2ccc(S(=O)(=O)N(C)C)cc2)o1	i	i	i	i	i	i	-2	-1	i	i	i
c1ccc2c(c1)oc1c(NCc3ccc4c(c3)OCO4)ncnc12	i	i	i	i	i	i	6	5	i	i	i
CCC(C)(C(=O)Nc1c(C)cccc1C)N(C)C(=O)c1ccc2ccccc2n1 (centres undefined)	i	i	i	i	i	i	1	5	i	i	i
C=CCn1c(CCC(O)COCCC)n[nH]c1=S (centres undefined)	i	i	i	i	i	i	1	6	i	i	i
COc1cc(/C=C(\C#N)C(=O)Nc2ccccc2C(=O)O)cc(Cl)c1OC	i	i	i	i	i	i	9	1	i	i	i
CCC1C(=O)n2nc(-c3ccccc3)cc2N=C1C (centres undefined)	i	i	i	i	i	i	4	-2	i	i	i
COc1ccccc1NC(=O)COC(=O)c1ccc2c(c1)nc(C)n2-c1ccccc1	i	i	i	i	i	i	7	5	i	i	i
Cc1ccc(-c2nnc(Nc3ccc(C(=O)N(C)C)cc3)c3ccccc23)cc1S(N)(=O)=O	i	i	i	i	i	i	-1	1	i	i	i
CN(Cc1cccc(Cl)c1Cl)CC(O)COc1ccccc1 (centres undefined)	i	i	i	i	i	i	20	10	i	i	i
CC1CCCCC12NC(=O)N(CC(=O)Nc1ccccc1-c1ccccc1)C2=O (centres undefined)	i	i	i	i	i	i	2	-5	i	i	i
Cc1cc(SCC(=O)c2cccs2)nc2c(C)cccc12	i	i	i	i	i	i	-9	0	i	i	i
COc1ccc(CNC(=O)c2c[nH]c3ccccc3c2=O)cc1	i	i	i	i	i	i	-4	3	i	i	i
O=C1CCCC/C1=C\Nc1ccc(Cl)cn1	i	i	i	i	i	i	2	4	i	i	i
Cc1ccc(OCCCC(=O)NC(C)c2ccccc2)cc1 (centres undefined)	i	i	i	i	i	i	-1	-1	i	i	i
Cc1cc(C)c2nc3nc(C)cc(C)c3c(N)c2c1	-5*	i	i	i	i	i	14	-41	i	i	-7.2*

Next section:
canonical_smiles	TRPC6 inhibitor	MrgX1 antag	MrgX1 agonist	TMEM16A inh	TMEM16A act	MrgX1 PAM	SKKanGAS inh	HDAC3 inh	TRPC6 activator	RGS4 inh	RGS4 pot
O=C(NCCCn1ccnc1)/C(=C\c1ccc(Br)cc1)NC(=O)c1ccccc1	i	i	i	i	i	i	0	8	i	i	i
COc1ccc(C(C(=O)NC(C)(C)C)N(C(=O)CCC(=O)Nc2cc(C)on2)c2ccc(C)c(C)c2)cc1 (centres undefined)	i	i	i	i	i	i	0	10	i	i	i
CC1(C(=O)N/N=C/c2ccc([N+](=O)[O-])o2)CC1(Br)Br (centres undefined)	i	i	i	i	i	i	5	10	i	i	i
CC(C)CC1c2[nH]c3ccccc3c2CCN1C(=O)CCC(=O)N(C)C (centres undefined)	i	i	i	i	i	i	-1	3	i	i	i
O=C(Oc1csc(=S)n1C(=O)c1ccccc1)c1ccccc1	i	i	i	i	i	i	-8	37*	i	i	i
COc1ccc(CCNC(=O)c2cc3ccccn3n2)c(OC)c1OC	i	i	i	i	i	i	7	/	i	i	i
CC1CCCCN1C(=O)CN1C(=O)c2ccccc2S1(=O)=O (centres undefined)	i	i	i	i	i	i	-1	3	i	i	i
COc1ccc(Nc2nc3ccccc3c(=O)[nH]2)cc1	i	i	i	i	i	i	5	-19	i	i	i
O=C(CSCc1cccc(Br)c1)N=Nc1c(O)[nH]c2ccccc12	i	i	i	i	i	i	2	2	i	i	i
Cc1cc(C)c(S(=O)(=O)Nc2ccc3c(c2)CCC3)c(C)c1	i	i	i	i	i	i	12	2	i	i	-10*
CCOC(=O)C1(CC2CCCCO2)CCN(C(=O)Nc2ccccc2CC)CC1 (centres undefined)	i	i	i	i	i	i	0	3	i	i	i
Cc1ccc(NC(=O)CC2Oc3ccccc3NC2=O)c(C)c1 (centres undefined)	i	i	i	i	i	i	-2	-14	i	i	i

The list goes on.
canonical_smiles	TRPC6 inhibitor	MrgX1 antag	MrgX1 agonist	TMEM16A inh	TMEM16A act	MrgX1 PAM	SKKanGAS inh	HDAC3 inh	TRPC6 activator	RGS4 inh	RGS4 pot
O=C(Cc1ccc(S(=O)(=O)N2CCOCC2)s1)N(Cc1ccccc1)c1ccccc1	i	i	i	i	i	i	-2	5	i	i	i
Cc1ccc(CNC(=O)CCNC(=O)c2ccc(Br)o2)cc1	i	i	i	i	i	i	-1	0	i	i	i
COc1ccccc1NC(=O)c1ccc(N2CC3CC(C2)c2cccc(=O)n2C3)c(NC(=O)c2ccncc2)c1 (centres undefined)	i	i	i	i	i	i	0	-3	i	i	i
COc1ccc(Nc2nnc(Cc3ccncc3)c3ccccc23)c(OC)c1	i	i	i	i	i	i	5	0	i	i	i
COc1cccc(C(C)NC(=O)Nc2cc(Cl)ccc2OC)c1 (centres undefined)	i	i	i	i	i	i	1	1	i	i	i
CCc1ccc(C(=O)CN2C(=O)NC(C)(c3ccc(C)cc3)C2=O)cc1 (centres undefined)	i	i	i	i	i	i	-12	0	i	i	i
CC(=O)C1=C(c2ccccc2)NC(=O)NC1c1ccc2c(c1)OCO2 (centres undefined)	i	i	i	i	i	i	5	2	i	i	i
Cc1cccc(C(=O)NCC(=O)OCC(=O)c2cc(C)n(CC3CCCO3)c2C)c1 (centres undefined)	i	i	i	i	i	i	-9	10	i	i	i
COc1ccc(CNC(=O)CNC(=O)c2c(C)nn(C)c2Cl)cc1	i	i	i	i	i	i	-3	-4	i	i	i
CCCCN(CCCC)c1ncnc2nc[nH]c12	i	i	i	i	i	i	6	2	i	i	i
O=C(NCCCN1CCC(Cc2ccccc2)CC1)c1ccc2nc(N3CCOCC3)sc2c1	i	i	i	i	i	i	4	-4	i	i	i
O=C(Nc1cccc(Cl)c1)c1ccc(-n2cncn2)c([N+](=O)[O-])c1	-5.5*	i	i	i	i	i	0	2	i	i	i
CN1CCC2(CC1)C1CN(C)CC=C1C(C#N)=C(N)C2(C#N)C#N (centres undefined)	i	i	i	i	i	i	-1&4	-14&-7	i	i	i
COc1ccc(NC(=O)CNC(=O)c2nn(-c3ccc(OC)c(OC)c3)c(=O)c3ccccc23)c(OC)c1	i	i	i	i	i	i	14	-1	i	i	i

Screens (PubChem BioAssay)
